mIDH1 inhibitor – blocks human mutant IDH1 R132H enzyme; IDH1-R132H enzyme, NADPH consumption, diaphorase/resazurin fluorescence; Potency, µM (doses to about 76.6 µM), without a hit: at the highest dose activity change, negative = inhibition, most hits filed as inhibitors; hit rate 0.093% among 390,000; AID 602179; note: potency is the fitted concentration of half-maximal effect; % is set by controls: 0 for no effect and ±100 for the full control effect; nearly all actives have a fitted effect of over 65% in size
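IDH1-R132H (0.5 ug/mL dispensed) in pH 7.5 Tris buffer was preincubated 30 min with compound, then given a substrate mix of 0.016 mM NADPH and 2 mM alpha-KG for 80 min at room temperature; remaining NADPH was read by diaphorase/resazurin fluorescence.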
GLS inh – glutaminase GLS (human) inhibition; AID 624170; GLS enzymatic activity, qHTS titration; hit rate 0.21% among 410,000; O94925; Potency, µM (doses to about 45.5 µM), without a hit: at the highest dose activity change, negative = inhibition, usual class: inhibitors; note: potency is the fitted concentration of half-maximal effect; % is set by controls: 0 for no effect and ±100 for the full control effect
Target sequence (O94925 whole entry, looked up): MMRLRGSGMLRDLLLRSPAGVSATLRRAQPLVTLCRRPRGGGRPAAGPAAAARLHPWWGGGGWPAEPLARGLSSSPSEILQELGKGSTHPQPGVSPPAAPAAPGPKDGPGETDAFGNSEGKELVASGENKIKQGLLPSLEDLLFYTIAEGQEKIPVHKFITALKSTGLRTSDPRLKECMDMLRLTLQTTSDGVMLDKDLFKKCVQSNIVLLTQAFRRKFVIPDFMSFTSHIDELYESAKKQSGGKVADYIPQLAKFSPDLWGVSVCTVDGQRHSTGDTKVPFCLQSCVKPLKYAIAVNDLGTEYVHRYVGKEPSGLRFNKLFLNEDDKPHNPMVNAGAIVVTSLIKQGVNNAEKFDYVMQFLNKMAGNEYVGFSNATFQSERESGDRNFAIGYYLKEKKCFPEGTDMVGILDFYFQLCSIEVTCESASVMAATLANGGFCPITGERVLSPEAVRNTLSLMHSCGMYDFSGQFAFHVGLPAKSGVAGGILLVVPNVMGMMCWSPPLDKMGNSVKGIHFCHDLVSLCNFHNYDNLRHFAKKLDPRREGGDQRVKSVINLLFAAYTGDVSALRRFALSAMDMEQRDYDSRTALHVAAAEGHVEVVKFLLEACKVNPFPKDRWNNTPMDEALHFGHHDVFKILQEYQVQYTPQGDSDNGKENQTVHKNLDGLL
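Compounds were pin-transferred onto hKGA, after which L-glutamine (1 mM solution) and a detection mix of glutamate oxidase, HRP and Amplex Red were added. Initial and 30 min RT fluorescence reads were collected.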
TrxR1 inh – blocks rat thioredoxin reductase 1. O89049. recombinant rTrxR1, NADPH fluorescence consumption, selenite substrate. Potency, µM (titrated, usually from 114 µM), inactives show at the highest dose activity change, negative = inhibition, usual class: inhibitors. hit rate 1% among 390,000; note: potency is the fitted concentration of half-maximal effect; % is set by controls: 0 for no effect and ±100 for the full control effect; nearly all actives have a fitted effect of over 65% in size
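Rat TrxR1 (90 nM in the dispensed reagent) was pre-reduced with 400 uM NADPH for 5 min at room temperature, then incubated with compound for 15 min. After 400 uM selenite was added, NADPH fluorescence (Ex 340/Em 450 nm) was followed for 8 min.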
PI4K2A block – blocks human PI4K2A kinase activity; activity change, negative = inhibition, % at 76.9 µM; hit rate 0.13% among 420,000; Q9BTU6; AID 1346378; purified PI4K2A, ADP-Glo luminescence, 1 h; hits give low values; in the data active = activity change below about -50%; inconclusive = mostly about -30% to -49%;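 note: -100% = wells without enzyme as full effect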
Target sequence (Q9BTU6 whole entry, looked up): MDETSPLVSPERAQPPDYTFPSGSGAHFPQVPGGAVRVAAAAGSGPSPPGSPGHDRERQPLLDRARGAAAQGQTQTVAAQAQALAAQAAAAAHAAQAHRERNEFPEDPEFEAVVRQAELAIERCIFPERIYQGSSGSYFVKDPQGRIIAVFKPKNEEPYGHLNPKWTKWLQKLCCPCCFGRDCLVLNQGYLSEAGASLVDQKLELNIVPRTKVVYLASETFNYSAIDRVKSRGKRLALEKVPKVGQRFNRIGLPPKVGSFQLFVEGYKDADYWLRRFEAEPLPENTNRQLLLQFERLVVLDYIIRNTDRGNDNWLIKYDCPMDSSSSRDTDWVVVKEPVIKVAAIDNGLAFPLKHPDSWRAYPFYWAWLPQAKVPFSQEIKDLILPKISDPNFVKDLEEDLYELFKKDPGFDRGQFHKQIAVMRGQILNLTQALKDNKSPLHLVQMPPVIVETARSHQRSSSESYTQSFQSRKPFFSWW
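Compounds are screened against recombinant PI4K2A using PI as substrate and ATP, the latter dispensed at 300 microM. Reactions run one hour at ambient temperature before ADP-Glo detection; full inhibition defined by wells lacking enzyme.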
USP1-UAF1 inh – blocks the human USP1/UAF1 deubiquitinase complex; O94782; recombinant USP1/UAF1, Ub-Rhodamine cleavage fluorescence; Potency, µM (doses to about 57.1 µM), without a hit: top-dose activity change, negative = inhibition, usual class: inhibitors; hit rate 0.23% among 390,000; AID 743255; note: potency is the fitted concentration of half-maximal effect; % is set by controls: 0 for no effect and ±100 for the full control effect; nearly all actives have a fitted effect of over 60% in size; inactives centre near -12
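High-throughput fluorogenic screen: 1nM USP1/UAF1 complex, Ub-Rho substrate 150nM final, 50mM HEPES pH 7.8 with 0.5mM EDTA, 0.1 mg/ml BSA, 1mM TCEP and 0.01% Tween-20.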
PGK inhibitor – blocks T. brucei phosphoglycerate kinase. Potency, µM (titrated, usually from 57.5 µM), for the others: top-dose activity change, negative = inhibition, hits mostly inhibitors. PGK/GAPDH coupled, Kinase-Glo luminescence, 60 min. hit rate 0.043% among 380,000. P07378; note: potency is the fitted concentration of half-maximal effect; % is set by controls: 0 for no effect and ±100 for the full control effect; nearly all actives have a fitted effect of over 60% in size
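Recombinant glycosomal PGK reaction used 1,3-bisphosphoglycerate generated in-well by GAPDH (100nM final) in 100mM TEA pH 7.6, 5mM MgCl2, 0.01% Tween-20. After 60 minutes at room temperature, ATP was read by Kinase-Glo Plus luminescence end-point.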
Pin1 inhibitor – blocks the human prolyl isomerase Pin1. Q13526. Pin1 FP peptide displacement, HiFluor488, 10 min. AID 504891. hit rate 0.009% among 390,000. Potency, µM (top dose mostly 115 µM), inactives show top-dose activity, negative = inhibition, most hits filed as inhibitors; active = well fitted inhibition curve with a large enough effect in the polarisation, with a control signal flat, not every such curve was filed as active; inconclusive = small, poorly fitted or top-dose-only effect, or effect the other way, or a change in a side signal; inactive = no such curve, though single readings can be large or run the other way; the % refers to the polarisation; note: potency is the fitted concentration of half-maximal effect; % is set by controls: 0 for no effect and ±100 for the full control effect
HP1b binding inh – inhibitors of HP1-beta chromodomain binding to methylated histone tails; AlphaScreen HP1-beta / biotin-H3K9me3 peptide binding; Potency, µM (highest dose often 114 µM), for the others: top-dose activity change, negative = inhibition, most hits filed as inhibitors; hit rate 0.56% among 390,000; AID 540317; note: potency is the fitted concentration of half-maximal effect; nearly all actives have a fitted effect of over 70% in size; inactives centre near 23
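HP1-beta protein (50 nM final) preincubated 30 min at room temperature with biotinylated H3(1-18)K9me3 peptide (50 nM) in PBS pH 7.4, 0.01% Tween-20, then compound added for 30 min. AlphaScreen streptavidin donor/nickel chelate acceptor beads (10 ug/mL final), 30 min dark, luminescence read.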
TrxR1 substrate – is turned over as a substrate by rat TrxR1. Potency, µM (doses to about 114 µM), for the others: at the top dose activity change, negative = substrate turnover. hit rate 0.01% among 390,000. purified TrxR1 substrate turnover, NADPH consumption readout; note: potency is the fitted concentration of half-maximal effect; % is set by controls: 0 for no effect and ±100 for the full control effect; nearly all actives have a fitted effect of over 50% in size
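Rat TrxR1, dispensed at 90 nM, was prereduced with 400 uM NADPH (final) for 5 min at ~22 deg C, then incubated with compound 15 min before 400 uM selenite. A first-read NADPH fluorescence drop versus no-compound background flagged substrates.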
* hit, by the source's call; [ ] = dose if it differs, or a comment. Unless noted, calls come from the whole dose curve; as a rule, active = well fitted curve in the direction sought with a large enough effect; inconclusive = small, poorly fitted or top-dose-only effect, or another doubt; inactive = no such curve, though single readings can be large; an effect the other way counts as inactive or inconclusive.

For CCOC(=O)/C=C1\CN(Cc2ccc(OC)cc2)S(=O)(=O)c2ccccc21 the results were mIDH1 inhibitor 15.9%, GLS inh -7.6%, TrxR1 inh -8.2%, PI4K2A block 7.5, USP1-UAF1 inh -24.0%, PGK inhibitor -8.4%, Pin1 inhibitor 29.3%, HP1b binding inh 57.6%[activator] and TrxR1 substrate -3.6%.
`O=C(NCCCN=C1NS(=O)(=O)c2ccccc21)c1ccccc1Cl` gave mIDH1 inhibitor 9.8%, GLS inh -15.4%, TrxR1 inh 24.9%, PI4K2A block -0.8, USP1-UAF1 inh -17.1%, PGK inhibitor -8.6%, Pin1 inhibitor 0.6%, HP1b binding inh 9.7% and TrxR1 substrate 11.7%.
`O=C(CSc1ccc(-c2ccccn2)nn1)c1ccc(F)cc1` gave mIDH1 inhibitor 5.7%, GLS inh 7.8%, TrxR1 inh 11.2%, PI4K2A block 1.5, USP1-UAF1 inh -8.9%, PGK inhibitor 6.8%, Pin1 inhibitor 0.6%, HP1b binding inh 16.3% and TrxR1 substrate -2.2%[0.0914 µM].
`Cc1ccccc1CCN(C(=O)Cn1nnc2ccccc21)C(C(=O)NCC1CCCO1)c1nc2ccccc2n1C` (centres undefined) gave mIDH1 inhibitor -0.7%, GLS inh 3.1%, TrxR1 inh 19.2%[57.1 µM], PI4K2A block 0.8, USP1-UAF1 inh -21.1%, PGK inhibitor -7.1%, Pin1 inhibitor -2.5%, HP1b binding inh -0.9% and TrxR1 substrate -8.5%.
`COC(=O)C1=C(N)c2ccccc2C1(C#N)c1ccccc1` (centres undefined) gave mIDH1 inhibitor 1.1%, GLS inh -1.1%, TrxR1 inh -6.0%[11.4 µM], PI4K2A block 7.7, USP1-UAF1 inh -21.1%, PGK inhibitor inactive, Pin1 inhibitor -1.3%, HP1b binding inh 17.6% and TrxR1 substrate -9.7%[11.4 µM].
`COc1cccc(CNC(=O)C2(C)Oc3ccccc3NC2=O)c1` (centres undefined) gave mIDH1 inhibitor 2.0%, GLS inh 0.2%, TrxR1 inh -6.0%, PI4K2A block 4.7, USP1-UAF1 inh -2.5%, PGK inhibitor -1.7%, Pin1 inhibitor -7.0%, HP1b binding inh 44.5%[activator] and TrxR1 substrate -5.3%.
O=C(Nc1ccc(S(=O)(=O)N2CCOCC2)cc1)c1cccnc1 was read as mIDH1 inhibitor 4.5%, GLS inh -5.2%, TrxR1 inh 27.0%[57.1 µM], PI4K2A block 1.9, USP1-UAF1 inh -3.5%, PGK inhibitor inactive, Pin1 inhibitor -4.0%, HP1b binding inh 27.8% and TrxR1 substrate -12.4%[57.1 µM].
Screening Cc1cc(C)n(-c2ccc(F)cc2)c(=O)c1C(=O)O returned mIDH1 inhibitor 2.5%, GLS inh -5.8%, TrxR1 inh 1.0%[57.1 µM], PI4K2A block 0.1, USP1-UAF1 inh -19.3%, PGK inhibitor -4.6%, Pin1 inhibitor 6.8%, HP1b binding inh 23.3% and TrxR1 substrate 12.5%[57.1 µM].
COc1ccc(Cl)cc1S(=O)(=O)N1CCC(c2ccncc2)CC1 was read as mIDH1 inhibitor -12.7%, GLS inh -11.0%, TrxR1 inh 3.1%[57.1 µM], PI4K2A block -2.9, USP1-UAF1 inh -10.3%, PGK inhibitor inactive, Pin1 inhibitor -8.2%, HP1b binding inh 54.6%[activator] and TrxR1 substrate -0.1%[57.1 µM].
Screening O=C(OCc1nnc(-c2ccc(Cl)cc2)o1)c1ccc(=O)n(Cc2ccccc2)n1 returned mIDH1 inhibitor 1.8%, GLS inh -3.6%, TrxR1 inh -1.0%, PI4K2A block 5.5, USP1-UAF1 inh 0.6%, PGK inhibitor -0.2%, Pin1 inhibitor 7.3%, HP1b binding inh 27.2% and TrxR1 substrate -7.2%.
For O=C(O)c1ccc(S(=O)(=O)Nc2ccc(O)c(Sc3nc4ccccc4s3)c2)cc1 the results were mIDH1 inhibitor 7.8%, GLS inh inconclusive, TrxR1 inh -7.9%[57.1 µM], PI4K2A block -8.6, USP1-UAF1 inh -4.1%, PGK inhibitor 4.7%, Pin1 inhibitor inconclusive, HP1b binding inh 2.6% and TrxR1 substrate 1.0%.
`CCCCc1nc(SCc2ccc([N+](=O)[O-])cc2)n[nH]1` gave mIDH1 inhibitor 5.8%, GLS inh -4.6%, TrxR1 inh 7.0%, PI4K2A block 5.5, USP1-UAF1 inh -9.3%, PGK inhibitor -0.2%, Pin1 inhibitor -20.7%, HP1b binding inh 43.6%[activator] and TrxR1 substrate -7.4%.
For C[C@H]1NC(=O)[C@@]2(C)[C@H](c3ccccc3)[C@H]3COc4ccccc4[C@@H]3N2C1=O the results were mIDH1 inhibitor -19.2%, GLS inh -2.3%, TrxR1 inh 6.3%[57.1 µM], PI4K2A block 0.9, USP1-UAF1 inh inconclusive, PGK inhibitor 6.0%, Pin1 inhibitor 13.7%, HP1b binding inh 29.7% and TrxR1 substrate 7.4%[57.1 µM].
Screening Cn1c(N)c(C(=O)CSc2n[nH]c(N)n2)c(=O)n(C)c1=O returned mIDH1 inhibitor 4.1%, GLS inh 24.0%, TrxR1 inh -7.3%, PI4K2A block -0.7, USP1-UAF1 inh -18.9%, PGK inhibitor -2.2%, Pin1 inhibitor 6.6%, HP1b binding inh 42.7%[activator] and TrxR1 substrate -2.5%.
Cc1c(Cl)cccc1NC(=O)CNC(=O)Cc1c[nH]c2ccccc12 was read as mIDH1 inhibitor 0.4%, GLS inh -1.8%, TrxR1 inh -9.4%, PI4K2A block 7.6, USP1-UAF1 inh -19.0%, PGK inhibitor -2.1%, Pin1 inhibitor 1.1%, HP1b binding inh 16.3% and TrxR1 substrate -5.1%.
For CC(C)(O)CNC(=O)C(Cc1ccccc1)N1C(=O)c2ccccc2C1=O (centres undefined) the results were mIDH1 inhibitor -3.0%, GLS inh -1.7%, TrxR1 inh 15.5%, PI4K2A block -4.5, USP1-UAF1 inh 2.0%, PGK inhibitor 7.9%, Pin1 inhibitor 0.8%, HP1b binding inh 50.9%[activator] and TrxR1 substrate 3.1%.
`CC(C)C(=O)Nc1cc(=O)[nH]c2ncnn12` gave mIDH1 inhibitor 2.3%, GLS inh 0.1%, TrxR1 inh -3.3%[57.1 µM], PI4K2A block 0.9, USP1-UAF1 inh -9.3%, PGK inhibitor -7.5%, Pin1 inhibitor 0.9%, HP1b binding inh 32.8%[activator] and TrxR1 substrate 14.3%[57.1 µM].
`CCN1C(=O)/C(=C2/Sc3ccccc3N2CC)SC1=S` gave mIDH1 inhibitor -6.6%, GLS inh 0.7%, TrxR1 inh 8.0%, PI4K2A block -3.8, USP1-UAF1 inh -14.5%, PGK inhibitor inactive, Pin1 inhibitor -9.6%, HP1b binding inh 30.9% and TrxR1 substrate -5.8%.
Screening COC(=O)C1CCN(C(=O)c2cc(-c3ccco3)nc3ccccc23)CC1 returned mIDH1 inhibitor -0.6%, GLS inh inconclusive, TrxR1 inh 14.6%, PI4K2A block -23.6, USP1-UAF1 inh inconclusive, PGK inhibitor inconclusive, HP1b binding inh inconclusive and TrxR1 substrate 390.3%[activator].
Screening COc1cccc(N2CCN(S(=O)(=O)c3cc(Br)cc4c3N(C(=O)C3CC3)CC4)CC2)c1 returned mIDH1 inhibitor -1.1%, GLS inh -1.3%, TrxR1 inh 14.9%, PI4K2A block -4.0, USP1-UAF1 inh -24.0%, PGK inhibitor -3.4%, Pin1 inhibitor 2.6%, HP1b binding inh 4.1% and TrxR1 substrate 11.4%[2.29 µM].
`CCCCN(C)C(=O)c1nc2ccccn2c1CNCCCn1ncc2ccccc21` gave mIDH1 inhibitor -14.7%, GLS inh -0.2%, TrxR1 inh 0.8%, PI4K2A block -9.5, USP1-UAF1 inh -13.6%, PGK inhibitor -4.3%, Pin1 inhibitor 0.3%, HP1b binding inh 20.6% and TrxR1 substrate 6.4%.
For Cc1ccc(N(CCC(=O)O)S(=O)(=O)c2ccccc2)cc1 the results were mIDH1 inhibitor 4.8%, GLS inh 14.8%, TrxR1 inh 11.2%[57.1 µM], PI4K2A block -1.0, USP1-UAF1 inh 6.4%, PGK inhibitor -5.1%, Pin1 inhibitor 1.4%, HP1b binding inh 18.4% and TrxR1 substrate -10.6%.
`Cc1ccc2nc(-c3cccc(N)c3)[nH]c2c1` gave mIDH1 inhibitor 8.3%, GLS inh -1.6%, TrxR1 inh 13.9%[57.1 µM], PI4K2A block -23.2, USP1-UAF1 inh -0.7%, PGK inhibitor -23.3%, Pin1 inhibitor -2.2%, HP1b binding inh 30.2% and TrxR1 substrate 211.2%[activator].
Cc1ccc2nc(N(CCCN(C)C)C(=O)c3sc4ccccc4c3Cl)sc2c1 was read as mIDH1 inhibitor 2.3%, GLS inh -0.5%, TrxR1 inh 50.1µM*, PI4K2A block 3.0, USP1-UAF1 inh -14.9%, PGK inhibitor 3.0%, Pin1 inhibitor -0.9%, HP1b binding inh inconclusive and TrxR1 substrate -7.2%.
Screening Cc1csc(Nc2nc(N)c(C(=O)Nc3cc(Cl)ccc3F)o2)n1 returned mIDH1 inhibitor -5.5%, GLS inh 14.2%, TrxR1 inh 9.1%[57.1 µM], PI4K2A block 6.4, USP1-UAF1 inh -15.1%, PGK inhibitor -5.2%, Pin1 inhibitor -3.6%, HP1b binding inh 3.6% and TrxR1 substrate 5.9%[57.1 µM].
Screening COc1cccc(/C=N/NC(=O)C(=O)N2CCCCCC2)c1O returned mIDH1 inhibitor 2.4%, GLS inh 16.3%, TrxR1 inh -18.6%, PI4K2A block 4.9, USP1-UAF1 inh -11.5%, PGK inhibitor 0.9%, Pin1 inhibitor -0.5%, HP1b binding inh 42.6%[activator] and TrxR1 substrate -14.0%.

This is a subset; the hit share may differ from the screen's.
